CF NFkB inh: cystic fibrosis NF-kB activation inhibition; KKLEB NF-kB-GFP reporter, PAF-induced, GFP fluorescence overnight; inhibition, % at 5 µM; 360,000 tested, 0.86% active; AID 588850;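 active = at least 50% inhibition at 5 µM, scaled per plate between neutral and stimulator controls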;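 note: PAF is a Pseudomonas aeruginosa culture filtrate used as stimulus; plate controls were PAF-stimulated DMSO wells for no effect and unstimulated DMSO wells for full effect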
NCOA1 inh: inhibitors of human steroid receptor coactivator 1 (SRC1); Q15788; inhibition, % at 3.6 µM; 360,000 tested, 0.12% active; HEK293 GAL4-SRC1 luciferase reporter, luminescence;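 active = inhibition above the campaign mean plus 3 SD, with each screening campaign given its own cutoff, cut at about 60% in these data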;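 note: 0% = DMSO treated cells and 100% = gossypol at 36 µM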
NCOA3 inh: inhibitors of human steroid receptor coactivator 3 (SRC3); HEK293 GAL4-SRC3 luciferase reporter, luminescence; inhibition, % at 3.6 µM; 360,000 tested, 0.17% active; AID 588352;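 active = inhibition above a per-campaign cutoff, the mean of all compounds plus 3 SD, cut at about 60% in these data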;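 note: 0% = DMSO-treated cells and 100% = gossypol-treated cells at 36 µM; higher means less SRC3-driven luciferase light from the GAL4 reporter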
KKLEB tox: reduces viability of KKLEB cystic fibrosis airway cells | activity change (cytotoxicity), % at 5 µM | 360,000 tested, 0.36% active | KKLEB CF airway cells viability, ATPlite luminescence, overnight; active compounds read low; cells stimulated with P. aeruginosa culture filtrate;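 active = corrected activity change at or below -50% at 5 µM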
TWEAK Fn14 block: blocks TWEAK-Fn14 interaction in a reporter cell assay; TWEAK-stimulated Fn14 reporter cells, luciferase luminescence, 8 h; inhibition, % at 10 µM; 360,000 tested, 2% active; AID 1159606; in the data active = inhibition above about 50%
NR2F2 inh: inhibitors of human COUP-TFII (NR2F2); P24468; HEK293T NGFI-A luciferase reporter, luminescence; inhibition, % at 8.6 µM; 370,000 tested, 0.7% active;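 active = inhibition above a per-plate cutoff, mean inhibition of test wells between control levels plus 3 SD, cut at about 38% in these data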;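 note: cells cotransfected with COUP-TFII expression vector driving the NGFI-A reporter; 0% = median of COUP-TF2 test wells and 100% = reporter-only cells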
TRAIL sens C8: sensitizes caspase-8 expressing cells to TRAIL. NB7+C8 cells + TRAIL, ATPlite viability luminescence. inhibition (viability loss, TRAIL sensitization), % at 10 µM. 360,000 tested, 1% active;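 active = compounds causing at least 50% loss of cell viability in the single-dose screen, relative to plate controls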
LMP1 NFkB inh: reduces LMP1-driven NF-kappaB luciferase signal; inhibition, % at 12.5 µM; 350,000 tested, 0.69% active; LMP1-induced NF-kappaB luciferase reporter cells, luminescence; AID 504558; in the data active = inhibition above about 41%;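 note: 0% = neutral control wells and 100% = reference inhibitor control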
Shn3 inh set2: Schnurri-3 reporter inhibition in Clone20 osteoblasts | Clone20 osteoblast Shn3 3'UTR firefly luciferase, 24 h | AID 588674 | inhibition, % at 12.5 µM | 360,000 tested, 0.52% active;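 active = mean inhibition of at least 75% with every replicate also reaching 75%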;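 note: 0% = median of neutral control wells and 100% = pilot-screen positive control compound; some compounds past the cut are filed as inactive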
LRH-1 inv ag: NR5A2 inverse agonism in reporter assay | O00482 | HEK293T StAR-luciferase reporter, LRH-1 transfected, 24 h | inhibition, % at 3.6 µM | 360,000 tested, 0.13% active | AID 602396;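 active = inhibition above the mean inhibition of all tested compounds plus 3 SD, cut at about 73% in these data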;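 note: 0% = DMSO wells and 100% = reporter-only cells lacking LRH-1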
TROY signal inh: TROY signaling inhibition. inhibition, % at 10 µM. 360,000 tested, 0.98% active. Q293 LMP1-TROYcd NF-kB luciferase reporter, 4 h;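 active = compounds whose plate-normalised and pattern-corrected inhibition of the luciferase reporter signal at the single screening dose is 50% or more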
The depositor's hits bear a star; / = not tested or not shown. An excerpt; count on the stated rates, not on these rows.

| # | Molecule | CF NFkB inh | NCOA1 inh | NCOA3 inh | KKLEB tox | TWEAK Fn14 block | NR2F2 inh | TRAIL sens C8 | LMP1 NFkB inh | Shn3 inh set2 | LRH-1 inv ag | TROY signal inh |
| --- | --- | --- | --- | --- | --- | --- | --- | --- | --- | --- | --- | --- |
| 1 | O=C(NC(Cc1c[nH]c2ccccc12)c1nnc2n1CCCCC2)c1cccs1 (stereo not given) | 4 | 11 | 3 | 2 | 25 | -4 | 12 | 6 | -22 | -7 | 10 |
| 2 | COC(=O)c1c(NC(=O)c2ccc(S(=O)(=O)N3CC(C)OC(C)C3)cc2)sc2c1CCN(C)C2 (stereo not given) | -3 | 11 | 12 | -33 | -19 | 7 | 0 | -5 | 16 | 20 | -10 |
| 3 | COc1cccc(CN(C)C(=O)c2cccc(OC3CCN(C4CCCC4)CC3)c2)c1 | 0 | -5 | -3 | 3 | -12 | -7 | 9 | -50 | -41 | -22 | 0 |
| 4 | CC(c1ccccc1)N1CCC(CNC(=S)Nc2cccc(Cl)c2)C1 (stereo not given) | 3 | 4 | 8 | -7 | -14 | -13 | -1 | -7 | 5 | -2 | 29 |
| 5 | COc1ccc(NC(=O)CN(C)C(=O)Cc2coc3cc(C)c(C)cc23)cc1 | -5 | 0 | -5 | -9 | -4 | 6 | -1 | -1 | -23 | -13 | 23 |
| 6 | Cc1cc(C)c(N=Cc2c(O)c3ccccc3oc2=O)c(C)c1 | 17 | -5 | 5 | 0 | -3 | -16 | -7 | 4 | -24 | 5 | -64 |
| 7 | CC(=O)CC(=O)Nc1ncccn1 | -5 | -7 | 6 | 11 | 7 | 19 | 8 | -12 | 14 | -8 | 5 |
| 8 | CCNC(=O)C1CCCN(C(=O)c2cccc(Cl)c2)CC1 (stereo not given) | 10 | -11 | 4 | 6 | -1 | -11 | 5 | / | 17 | 6 | -1 |
| 9 | COC(=O)CC1NCCNC1=O (stereo not given) | 6 | -1 | 7 | 10 | 3 | 0 | -6 | -1 | 1 | 8 | -9 |
| 10 | Cc1occc1C(=O)NNC(=O)COc1ccc(Br)cc1Br | -9 | -16 | -33 | -10 | -5 | -11 | 2 | -6 | -60 | -36 | -41 |
| 11 | COc1ccc(CCN2C(=O)c3ccncc3C2=O)cc1OC | 10 | 13 | -15 | -6 | 10 | 4 | 0 | 2 | 2 | -4 | 4 |
| 12 | CCn1nc(C)c(CN2CCc3c([nH]c4ccccc34)C2c2ccc(F)c(OC)c2)c1C (stereo not given) | -22 | 8 | 16 | 3 | 11 | -10 | -5 | -4 | 2 | 27 | -32 |
| 13 | COc1cccc(-n2c(CNC(=O)OC(C)(C)C)n[nH]c2=S)c1 | -2 | -12 | 8 | -5 | 0 | 10 | 2 | 1 | 0 | 5 | 1 |
| 14 | Cc1cc(C)n(-c2nc3ccccc3c3nc(C)nn23)n1 | 9 | -13 | 4 | -10 | -17 | -7 | -6 | 2 | -10 | 4 | -9 |
| 15 | CCc1cc2c(=O)n(Cc3ccco3)c(SCC(=O)N3CCCc4ccccc43)nc2s1 | -7 | -2 | 0 | -7 | 20 | 6 | 10 | 2 | 24 | -24 | -4 |
| 16 | Cc1cc(NC(=O)CCNS(=O)(=O)c2ccc3[nH]c(=O)oc3c2)ccc1Br | 8 | -8 | 4 | 2 | 0 | 9 | 3 | -4 | 4 | -17 | -9 |
| 17 | CCOc1cccc(C2C(C(=O)c3ccc(C)o3)=C(O)C(=O)N2CCCn2ccnc2)c1 (stereo not given) | 0 | -9 | 1 | 18 | -4 | 0 | -6 | -1 | -4 | 16 | 14 |
| 18 | OC(c1ccccc1)(c1ccccc1)C1CCN(CCCOc2cccc(OC(F)(F)F)c2)CC1 | / | / | / | / | -1 | -1 | 4 | / | / | -19 | 16 |
| 19 | CC(=O)Nc1ccc(NS(=O)(=O)c2ccccc2)c2ccccc12 | 6 | -4 | -6 | -1 | -9 | -7 | -14 | -4 | -52 | 12 | -2 |
| 20 | Cn1ccc2c(N3CCC3)cc3c(c21)C1CCC3O1 (stereo not given) | -5 | -2 | -22 | -7 | -1 | -3 | -9 | / | 1 | 7 | 5 |
| 21 | CCC(C)NC(=O)c1oc2ccc(S(=O)(=O)N3CCC4(CC3)OCCO4)cc2c1C (stereo not given) | 8 | -4 | -15 | -1 | 12 | 6 | -10 | -5 | 2 | -1 | 3 |
| 22 | COc1ccc(/C=N/Nc2cc(C)nc(N)n2)cc1 | 2 | -6 | -3 | 1 | -17 | -5 | 11 | 3 | -14 | 5 | -28 |
| 23 | Cc1ncc(CO)c(/C=N/NC(=S)Nc2ccc(F)cc2)c1O | 7 | -4 | 22 | -1 | -3 | 4 | 22 | 20 | 10 | 2 | -8 |
| 24 | Cc1ccc(NC(=O)c2cc3ccccc3oc2=O)cc1S(=O)(=O)N(C)C | -1 | 85* | 85* | -20 | 102* | / | 56* | 64* | 84 | 75* | 90* |

Laid out differently: results already given
Values run as follows: CF NFkB inh | NCOA1 inh | NCOA3 inh | KKLEB tox | TWEAK Fn14 block | NR2F2 inh | TRAIL sens C8 | LMP1 NFkB inh | Shn3 inh set2 | LRH-1 inv ag | TROY signal inh
(11) COc1ccc(CCN2C(=O)c3ccncc3C2=O)cc1OC
  10 | 13 | -15 | -6 | 10 | 4 | 0 | 2 | 2 | -4 | 4
(12) CCn1nc(C)c(CN2CCc3c([nH]c4ccccc34)C2c2ccc(F)c(OC)c2)c1C (stereo not given)
  -22 | 8 | 16 | 3 | 11 | -10 | -5 | -4 | 2 | 27 | -32
(13) COc1cccc(-n2c(CNC(=O)OC(C)(C)C)n[nH]c2=S)c1
  -2 | -12 | 8 | -5 | 0 | 10 | 2 | 1 | 0 | 5 | 1
(14) Cc1cc(C)n(-c2nc3ccccc3c3nc(C)nn23)n1
  9 | -13 | 4 | -10 | -17 | -7 | -6 | 2 | -10 | 4 | -9
(15) CCc1cc2c(=O)n(Cc3ccco3)c(SCC(=O)N3CCCc4ccccc43)nc2s1
  -7 | -2 | 0 | -7 | 20 | 6 | 10 | 2 | 24 | -24 | -4
(16) Cc1cc(NC(=O)CCNS(=O)(=O)c2ccc3[nH]c(=O)oc3c2)ccc1Br
  8 | -8 | 4 | 2 | 0 | 9 | 3 | -4 | 4 | -17 | -9
(17) CCOc1cccc(C2C(C(=O)c3ccc(C)o3)=C(O)C(=O)N2CCCn2ccnc2)c1 (stereo not given)
  0 | -9 | 1 | 18 | -4 | 0 | -6 | -1 | -4 | 16 | 14
(18) OC(c1ccccc1)(c1ccccc1)C1CCN(CCCOc2cccc(OC(F)(F)F)c2)CC1
  / | / | / | / | -1 | -1 | 4 | / | / | -19 | 16
(19) CC(=O)Nc1ccc(NS(=O)(=O)c2ccccc2)c2ccccc12
  6 | -4 | -6 | -1 | -9 | -7 | -14 | -4 | -52 | 12 | -2
(20) Cn1ccc2c(N3CCC3)cc3c(c21)C1CCC3O1 (stereo not given)
  -5 | -2 | -22 | -7 | -1 | -3 | -9 | / | 1 | 7 | 5
(21) CCC(C)NC(=O)c1oc2ccc(S(=O)(=O)N3CCC4(CC3)OCCO4)cc2c1C (stereo not given)
  8 | -4 | -15 | -1 | 12 | 6 | -10 | -5 | 2 | -1 | 3

Continuation.
| # | Molecule | CF NFkB inh | NCOA1 inh | NCOA3 inh | KKLEB tox | TWEAK Fn14 block | NR2F2 inh | TRAIL sens C8 | LMP1 NFkB inh | Shn3 inh set2 | LRH-1 inv ag | TROY signal inh |
| --- | --- | --- | --- | --- | --- | --- | --- | --- | --- | --- | --- | --- |
| 25 | CCOc1ccc(CC(=O)NNC(=O)/C=C/C(=O)O)cc1 | 7 | 1 | -16 | -6 | 3 | -3 | 21 | 4 | 0 | 10 | -13 |
| 26 | CCCCN(C(=O)CSCc1ccc(C)cc1)c1c(N)n(CCC)c(=O)[nH]c1=O | 7 | 4 | 8 | -4 | 11 | 1 | -24 | 0 | 10 | 6 | -3 |
| 27 | O=C(/C=C/c1ccco1)c1cccc([N+](=O)[O-])c1 | 4 | 6 | -2 | -3 | 26 | 14 | -12 | -9 | -2 | -19 | 4 |
| 28 | CCC(C)(C)NC(=O)C(c1ccc(F)cc1)N(Cc1cccc(OC)c1)C(=O)c1cnccn1 (stereo not given) | 1 | -34 | -3 | 18 | -21 | -2 | -1 | 8 | -6 | -11 | -10 |
| 29 | CCCN1CCN(CCCNC(=O)CCN2C(=O)COc3ccccc32)CC1 | -6 | 1 | 2 | 14 | 4 | 8 | -3 | 0 | 0 | -2 | 1 |
| 30 | Cc1cccc(-n2ncc3c2CCCC3NC(=O)CCN2CCCO2)c1C (stereo not given) | 11 | 1 | 14 | 0 | 11 | -7 | 7 | 15 | 30 | 9 | 7 |
| 31 | c1cnc(Sc2ccc3nnnn3n2)nc1 | 7 | -28 | 14 | -5 | 3 | 4 | -2 | 10 | -14 | -14 | -2 |
| 32 | CSc1nc(SC)c2c3c(oc2n1)COC(C)(C)C3 | 8 | -8 | -5 | -13 | 3 | 9 | -2 | 0 | 7 | 20 | -46 |
| 33 | Cc1cc(C2N=C(N)Nc3nc4ccccc4n32)c(C)n1-c1ccccc1Cl (stereo not given) | -6 | -11 | 15 | -19 | -4 | -6 | -7 | -13 | -24 | 7 | -36 |
| 34 | CC(=O)Nc1ccc(Nc2nc(C)c([N+](=O)[O-])c(Nc3ccc(NC(C)=O)cc3)n2)cc1 | 26 | -8 | 1 | -16 | 20 | -2 | -14 | 2 | -37 | 3 | 14 |
| 35 | CN(C)C(=O)c1ccc(NC(=O)c2ccccc2-c2ccccc2)cc1 | 11 | 17 | 0 | 5 | -2 | 8 | -16 | 7 | 6 | -7 | 4 |
| 36 | Cc1ccc(C)c2nc(SCC(=O)N3CCCc4ccccc43)c(C#N)cc12 | -21 | -11 | -21 | -2 | 5 | 4 | 16 | 8 | 20 | -3 | -25 |
| 37 | CC(=O)NC(CC(=O)N(Cc1ccccc1)c1ccc(C)cc1)c1ccccc1 (stereo not given) | 16 | 5 | 1 | 2 | 5 | -11 | -22 | -4 | -17 | 18 | -11 |
| 38 | CCOC(=O)[C@H]1[C@H]2COc3ccc(OC)cc3[C@@H]2N2C(=O)CN(Cc3ccc(F)cc3)C(=O)[C@@]12C | 4 | 3 | 7 | -14 | -10 | 4 | -9 | 0 | 5 | 7 | -3 |
| 39 | Cc1nnsc1C(=O)NC1CCCCC1 | 8 | 0 | -11 | 5 | 0 | -8 | -23 | -4 | 7 | -13 | 7 |
| 40 | COc1ccc(C2Nc3ccccc3C(=O)N2c2ccc(F)cc2)cc1CSc1ccccn1 (stereo not given) | -3 | -38 | -10 | -2 | -17 | -36 | 7 | -10 | -45 | -55 | -59 |
| 41 | Cc1c(C(=O)NNC(=O)c2ccccc2O)oc2ccc(Br)cc12 | 8 | -35 | 0 | -8 | 4 | -5 | 14 | -12 | -11 | 3 | -17 |
| 42 | O=c1ccn([C@@H]2O[C@H](CNCc3ccccc3OCc3ccc(Cl)cc3Cl)[C@@H](O)[C@H]2O)c(=O)[nH]1 | -2 | -26 | 9 | -8 | -2 | -5 | -8 | / | -8 | -1 | 16 |
| 43 | O=C(/C=C/c1ccc([N+](=O)[O-])cc1)N1CCN(S(=O)(=O)c2ccccc2)CC1 | 2 | 4 | 13 | -19 | -11 | -18 | 4 | 2 | 25 | 23 | 0 |
| 44 | O=c1cnnc(SCc2ccc([N+](=O)[O-])cc2)[nH]1 | -25 | -25 | 4 | 5 | -12 | 10 | -4 | -12 | -6 | 15 | 11 |

High-throughput results: PubChem, several laboratories
